Source: PubChem (National Center for Advancing Translational Sciences (NCATS))
NPC1 prom act: NPC1 promoter activation | Huh7 NPC1 promoter luciferase reporter, 24 h | Potency, µM (top dose mostly 9.22 µM), inactives show top-dose activation, actives largely listed as activators | 320,000 tested, 2.4% active | AID 485313;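 further: potency means the concentration at half of the fitted maximal effect; % of control where 0% means no effect; nearly all actives have a fitted effect of over 60% in size; reporter is driven by a mutant NPC1 promoter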
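Compounds in DMSO were transferred onto Huh7 NPC1-luciferase reporter cells pre-incubated 2 h; after 24 h at 37 °C, Amplite reagent was dispensed and luminescence recorded 10 min later.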
ELG1 genotoxic: induces genotoxicity in HEK293T cells with luciferase-tagged ELG1 | Potency, µM (titrated, usually from 46 µM), without a hit: at the highest dose activity change, positive = activation, actives largely listed as activators | 330,000 tested, 1.3% active | HEK293T ELG1-luciferase reporter, luminescence, 16 h; further: potency means the concentration at half of the fitted maximal effect; % of control where 0% means no effect; nearly all actives have a fitted effect of over 60% in size
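Genotoxic stress is detected as increased luminescence from luciferase-tagged ELG1 in HEK293T cells, measured with ONE-Glo after a 16 hr treatment at 37 °C.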
Giardia kill: kills Giardia lamblia; Giardia lamblia trophozoite viability; activity change, % at 7.66 µM, hits read low; 340,000 tested, 0.15% active; in the data active means activity change below about -80%; inconclusive means between about -30% and that limit;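 further: parasites exposed to compound for two days anaerobically before the ATP read; on the % scale 0 is the no-effect control and ±100 the full control effect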
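ATP-content bioluminescence gauges trophozoite survival. Cells (100/well) receive compound and incubate anaerobically for 48 hrs at 37 deg C; detection reagent follows for 15-30 min at room temperature.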
Tb PFK block: blocks T. brucei phosphofructokinase; Potency, µM (titrated, usually from 57.5 µM), for the others: at the highest dose activity, negative = inhibition, hits mostly inhibitors; 330,000 tested, 0.17% active; O15648; T. brucei PFK, ADP-Glo luminescence;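 further: potency means the concentration at half of the fitted maximal effect; 0% = uninhibited 1x PFK enzyme wells and -100% = no-enzyme wells; nearly all actives have a fitted effect of over 60% in size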
Target sequence (O15648 whole entry, looked up): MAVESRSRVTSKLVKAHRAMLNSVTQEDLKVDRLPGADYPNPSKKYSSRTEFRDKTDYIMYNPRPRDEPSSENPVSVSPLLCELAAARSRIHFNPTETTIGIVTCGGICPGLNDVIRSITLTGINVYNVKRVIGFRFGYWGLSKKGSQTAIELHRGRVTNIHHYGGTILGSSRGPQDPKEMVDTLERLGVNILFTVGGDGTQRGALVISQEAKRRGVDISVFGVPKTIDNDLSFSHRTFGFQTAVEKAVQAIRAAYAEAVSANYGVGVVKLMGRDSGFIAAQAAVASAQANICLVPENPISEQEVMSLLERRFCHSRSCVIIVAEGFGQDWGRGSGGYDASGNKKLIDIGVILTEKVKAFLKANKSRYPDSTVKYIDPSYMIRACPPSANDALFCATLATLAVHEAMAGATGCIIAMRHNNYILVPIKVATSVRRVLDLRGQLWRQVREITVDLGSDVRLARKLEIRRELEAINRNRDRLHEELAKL
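Luminescent ADP detection (ADP-Glo, two-step: ATP depletion then ADP-to-ATP conversion for luciferase) reported PFK activity after 45 min room-temperature reaction of 1.25 nM enzyme with 0.5 mM F6P and 0.1 mM ATP at pH 8.0.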
Rab9 promoter act: activates the Rab9 promoter. 320,000 tested, 2.8% active. AID 485297. Potency, µM (titrated, usually from 9.22 µM), for inactives: at the top dose activation, negative = inhibition, actives largely listed as activators. Huh7 Rab9 promoter-luciferase reporter, luminescence, 24 h; further: potency means the concentration at half of the fitted maximal effect; % of control where 0% means no effect; nearly all actives have a fitted effect of over 60% in size
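Huh7 reporter line, Rab9 promoter upstream of luciferase. Compound exposure 24 h at 37 °C in reduced-serum medium with 10% FBS. Read-out: luminescence.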
KCNH2 3.1 block: inhibitors of human KCNH2 3.1 potassium channel isoform; U2OS KCNH2 3.1, thallium flux FluxOr; stronger effect = lower value; activity change, % (tested at about 1.8 µM); AID 720553; 340,000 tested, 0.95% active;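 active means maximum activity change below -70%; inconclusive means maximum activity change from -70% to -50%; inactive means maximum activity change above -50%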;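 further: thallium influx rate constant from kinetic fluorescence after stimulation buffer; on the % scale 0 is the no-effect control and ±100 the full control effect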
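Kinetic fluorescence (2 min after stimulation buffer) measures Tl+ influx through KCNH2 3.1 expressed by viral transduction in U2OS cells; the rate constant is normalized against DMSO controls serving as positive and negative references.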
RORgamma inh: blocks mouse ROR gamma transcriptional activity; P51450; Drosophila S2 Gal4-RORgamma UAS-luciferase reporter, 20 h; Potency, µM (highest dose often 53.6 µM), inactives show at the highest dose activity change, negative = inhibition, hits mostly inhibitors; 310,000 tested, 5.4% active; AID 2551; further: potency means the concentration at half of the fitted maximal effect; on the % scale 0 is the no-effect control and ±100 the full control effect; nearly all actives have a fitted effect of over 60% in size
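ROR gamma transcriptional activity was tracked as Gal4-UAS luciferase output in stably transfected Drosophila Schneider cells, with compound added 1 hr before 700 uM copper sulfate induction and a 20 hr ambient-temperature incubation.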
uPA surface inh: inhibitors of cell surface uPA generation; cell surface uPA generation assay, qHTS; Potency, µM (top dose mostly 38.3 µM), inactives show top-dose activity change, negative = inhibition, most hits filed as inhibitors; 330,000 tested, 0.31% active; active means well fitted inhibition curve with a large enough effect; inconclusive means small, poorly fitted or top-dose-only effect; inactive means no such curve, though single readings can be large or run the other way; tested in mouse RAW 264.7 cells; further: potency means the concentration at half of the fitted maximal effect; on the % scale 0 is the no-effect control and ±100 the full control effect; nearly all actives have a fitted effect of over 55% in size
FLuc counter: counter-screen for miR-21 project: firefly luciferase inhibitors or activators. 360,000 tested, 6.9% active. purified FLuc, Km substrates, luminescence inhibition. Potency, µM (doses to about 57.5 µM), for inactives: top-dose activity change, negative = inhibition, actives largely listed as inhibitors. P08659;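 further: potency means the concentration at half of the fitted maximal effect; plate controls were vehicle for no effect and reference inhibitor for full effect; nearly all actives have a fitted effect of over 55% in size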
Target sequence (P08659 whole entry, looked up): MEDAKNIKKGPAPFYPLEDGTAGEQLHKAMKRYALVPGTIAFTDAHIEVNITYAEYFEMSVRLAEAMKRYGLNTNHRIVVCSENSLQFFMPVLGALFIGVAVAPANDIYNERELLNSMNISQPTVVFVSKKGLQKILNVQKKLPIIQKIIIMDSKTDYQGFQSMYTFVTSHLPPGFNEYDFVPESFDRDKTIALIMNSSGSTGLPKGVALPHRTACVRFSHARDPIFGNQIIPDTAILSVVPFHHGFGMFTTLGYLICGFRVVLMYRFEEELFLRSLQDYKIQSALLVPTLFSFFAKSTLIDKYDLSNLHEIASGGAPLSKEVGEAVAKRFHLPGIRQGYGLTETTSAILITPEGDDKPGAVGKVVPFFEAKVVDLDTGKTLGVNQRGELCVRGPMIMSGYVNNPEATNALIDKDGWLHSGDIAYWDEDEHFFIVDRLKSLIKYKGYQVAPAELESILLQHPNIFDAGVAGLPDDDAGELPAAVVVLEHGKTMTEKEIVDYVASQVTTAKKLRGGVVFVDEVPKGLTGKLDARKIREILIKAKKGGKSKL
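Biochemical qHTS of compounds, final roughly 60 µM downward over six points, against 10 nM purified firefly luciferase using Km concentrations of substrates (10 uM D-luciferin, 10 uM ATP) in Tris acetate pH 7.5 buffer; luminescence output.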
Gal4-VP16 FLuc: Gal4-VP16 reporter inhibition counter-screen; Potency, µM (titrated, usually from 53.6 µM), for the others: top-dose activity, negative = inhibition, hits mostly inhibitors; 310,000 tested, 3.5% active; AID 2546; Drosophila S2 Gal4-VP16 UAS-luciferase, luminescence, 20 h;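 further: Gal4-VP16 expression switched on by copper sulfate through the metallothionein promoter; potency means the concentration at half of the fitted maximal effect; on the % scale 0 is the no-effect control and ±100 the full control effect; nearly all actives have a fitted effect of over 50% in size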
FBPA coupling cs: inhibits coupling enzyme system, counter-screen for aldolase hits; coupling enzyme system counterscreen, AmpLite Red fluorescence; activity change, negative = inhibition, % at 58.2 µM, hits read low; 290,000 tested, 0.67% active; in the data active means activity change below about -30%; further: on the % scale 0 is the no-effect control and ±100 the full control effect
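First, compound is pin-transferred into glyceraldehyde-3-phosphate coupling-enzyme reagent at 57.5 uM final and held 10 min at RT. Next, substrate, coupling system and AmpLite Red are added. After 20 min RT, fluorescence (525/598 nm) is read.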
Numbers without * were called inactive; ? = inconclusive; nt = not tested or not shown; [ ] = dose if it differs, or a comment. Unless noted, the call rests on the fitted dose curve; in most records, active means well fitted curve in the direction sought with a large enough effect; inconclusive means small, poorly fitted or top-dose-only effect, or another doubt; inactive means no such curve, though single readings can be large; an effect the other way counts as inactive or inconclusive.

entry	SMILES	NPC1 prom act	ELG1 genotoxic	Giardia kill	Tb PFK block	Rab9 promoter act	KCNH2 3.1 block
1	Cc1nnc(SCC(=O)N2CCN(c3ccccc3F)CC2)n1C1CC1	2%	1%	-3	-1%	1%	-4
2	COc1ccc(-c2oc3ncn(Cc4ccco4)c(=N)c3c2-c2ccc(OC)cc2)cc1	-1%	-8%	-5	2%	-24%	-16
3	O=C(c1cccs1)n1nc(-c2cccnc2)nc1NCc1ccco1	-3%	0%	-1	1%	-3%	-7
4	CCc1ccc(O)c(CNCCNCc2cc(CC)ccc2O)c1	2%	6%	10	2%	-4%	-8
5	CCc1nc(SCC(=O)Nc2c(C)nn(C)c2C)c2cnn(-c3ccccc3)c2n1	-8%	-5%	nt	-2%	-16%	nt
6	Cc1cccc[n+]1CC(=O)c1ccc2c(c1)OCCO2	9%	-1%	11	-1%	18%	18
7	COc1cccc(CNC(=O)CCCc2cn(C)c3ccccc23)c1	-7%	-3%	13	1%	-4%	4
8	NC(=O)c1nsc(C(=O)N(c2ccccc2)C(C(=O)NCC2CCCO2)c2ccc(F)cc2)c1N (stereo not given)	1%	-18%	-17	-2%	-1%	12
9	COc1ccc(CCNC(=O)CCC(=O)Nc2ccccc2[N+](=O)[O-])cc1OC	-1%	2%	-11	2%	3%	7
10	COc1cc(OC)cc(C(=O)NCC(=O)OCC(=O)Nc2cc(S(C)(=O)=O)ccc2Cl)c1	-7%	0%	1	1%	-4%	-5
11	O=C(Nc1ccccc1)C(=O)Nc1ccc2c(c1)N(C(=O)C1CC1)CCC2	1.1µM*	1.6µM*	-3	-20%	1.1µM*	-29
12	Cn1c(C2CCCN2C(=O)OC(C)(C)C)n[nH]c1=S (stereo not given)	3%	1%	-8	-7%	0%	1

entry	RORgamma inh	uPA surface inh	FLuc counter	Gal4-VP16 FLuc	FBPA coupling cs
1	nt	2%	3%	nt	nt
2	13µM*	10%	-1%	?	nt
3	2%	2%	2%	-18%	-3
4	nt	?	6%	nt	nt
5	-1%	nt	4%	-5%	nt
6	7%	-10%	0%	0%	-1
7	14%	4%	-13%	1%	0
8	?	3%	0%	2%	0
9	23%	-53%	3%	-6%	1
10	9%	1%	-3%	-4%	2
11	nt	-22%	3.4µM*	nt	nt
12	-15%	-2%	-1%	4%	0

Continued:
entry	SMILES	NPC1 prom act	ELG1 genotoxic	Giardia kill	Tb PFK block	Rab9 promoter act	KCNH2 3.1 block
13	O=C(Nc1nc(-c2ccc3c(c2)OCO3)cs1)c1ccncc1	-13%	-9%	0	4%	-16%	4
14	Cc1cnc(C(=O)NC(Cc2ccccc2)c2ccccc2)cn1 (stereo not given)	-1%	7%	-4	3%	-2%	-4
15	N#CC(C#N)=CN=c1ccn(Cc2ccc(Cl)cc2Cl)cc1	-33%[inhibitor]	-7%	-3	-13%	-39%[inhibitor]	-7
16	O=C(O)CCC(=O)NNC(=O)CCC(=O)Nc1ccccc1	3%	-8%	6	-22%	-2%	10
17	COC(=O)c1sc(S(=O)(=O)N2CCC(C(=O)O)CC2)c(C(=O)OC)c1C	0%	-1%	-1	3%	1%	4
18	O=C(CN(C1CCCCC1)S(=O)(=O)c1ccc(F)cc1)Nc1ccc2c(c1)OCO2	0%	-4%	11	-6%	8%	-8
19	S=c1[nH]nc(Cn2cnc3ccccc32)n1-c1ccccc1	-1%	-1%	8	3%	0%	-14
20	CCOC(=O)C1=C(C)OC(N)=C(C#N)C1c1cncc(-c2ccc(F)cc2)c1 (stereo not given)	-2%	4%	29	0%	-2%	-17
21	CC1(C)Cc2cccc(OCC(=O)N3CCN(c4cccc(Cl)c4)CC3)c2O1	-4%	-11%	-2	-14%	0%	-12
22	O=C(Nc1cc(S(=O)(=O)N2CCCC2)ccc1OCC(F)(F)F)c1ccc(F)cc1	-1%	1%	16	-4%	-9%	-9
23	Cc1ccc(S(=O)(=O)CCC(=O)OCC(=O)NCC(=O)Nc2cccc(C)c2C)cc1	-2%	2%	-2	18%	6%	nt
24	CC(=O)Nc1ccc(S(=O)(=O)NCCSCc2cccc(Cl)c2)cc1	-6%	-3%	-2	-4%	-5%	9

entry	RORgamma inh	uPA surface inh	FLuc counter	Gal4-VP16 FLuc	FBPA coupling cs
13	?	-4%	?	?	-1
14	27%	-1%	4%	-1%	1
15	?	?	1%	-5%	4
16	3%	-1%	1%	3%	11
17	-18%	-1%	5%	7%	15
18	-3%	4%	-13%	-11%	-1
19	-42%	2%	-10%	2%	1
20	?	-5%	-1%	2%	-8
21	nt	0%	12%	nt	nt
22	-2%	-4%	1%	-8%	1
23	-11%	-3%	-2%	7%	nt
24	6%[10 µM]	4%	0%	-2%	0

The final 2 records of the section above are carried over, then new ones follow.
entry	SMILES	NPC1 prom act	ELG1 genotoxic	Giardia kill	Tb PFK block	Rab9 promoter act	KCNH2 3.1 block
23	Cc1ccc(S(=O)(=O)CCC(=O)OCC(=O)NCC(=O)Nc2cccc(C)c2C)cc1	-2%	2%	-2	18%	6%	nt
24	CC(=O)Nc1ccc(S(=O)(=O)NCCSCc2cccc(Cl)c2)cc1	-6%	-3%	-2	-4%	-5%	9
25	CCc1ccc(-c2nc(CSCC(=O)N3CCN(c4ncccn4)CC3)c(C)o2)cc1	0%	-13%	-14	-4%	-2%	-4
26	CCc1nnc(NC(=O)CSc2nnc(CNC(=O)c3ccccc3F)n2C)s1	4%	-2%	-12	1%	-8%	14
27	CC(C)(C)C(=O)Cn1ncc(Br)c(Br)c1=O	-42%[inhibitor]	-26%	4	-3%	-49%[inhibitor]	21
28	Nc1cc2c(cc1[N+](=O)[O-])OCCOCCOCCO2	2%	1%	-4	0%	-5%	-2
29	O=C(c1ccc2ncsc2c1)N1CCN(c2cccc(C(F)(F)F)c2)CC1	-17%	3%	-17	0%	-5%	47
30	Cc1ccc(OC(=O)c2ccc([N+](=O)[O-])cc2Cl)cn1	-4%	1%	2	-3%	-6%[1.84 µM]	6
31	CC1CCN(CCc2nc3cc(NC(=O)COc4ccc(Cl)cc4)ccc3n2C)CC1	-1%	-7%	4	1%	0%	-96*
32	Cc1nn(CC(=O)NCc2ccccc2)c(=O)c2ccccc12	2%	2%	8	-2%	3%	-7
33	O=C(Nc1cccc(S(=O)(=O)N2CCOCC2)c1)C1CC1	nt	0%	2	-5%	nt	-13
34	Cn1c(CNS(=O)(=O)c2ccc(Cl)cc2)n[nH]c1=S	-1%	0%	16	-6%	0%	-4
35	COC(=O)c1ccc(-c2nc(O)c3cnccn23)cc1	-2%	1%	1	4%	-3%	-6
36	COCCC(=O)N1CCC(Oc2ccc(C(=O)NCc3ncc(C)[nH]3)cc2)CC1	-1%	2%	-4	1%	0%	nt
37	CN(C)S(=O)(=O)c1cccc(C(=O)Nc2cc(S(=O)(=O)N3CCOCC3)ccc2O)c1	0%	1%	-2	-1%	4%	11
38	O=C(COc1ccc(F)cc1F)NNC(=O)Nc1cccc([N+](=O)[O-])c1	-2%	-7%	-15	-10%	5%	-2
39	O=C(COC(=O)c1cccnc1)Nc1ccc(F)cc1	-3%	-4%	13	-7%	0%	2

entry	RORgamma inh	uPA surface inh	FLuc counter	Gal4-VP16 FLuc	FBPA coupling cs
23	-11%	-3%	-2%	7%	nt
24	6%[10 µM]	4%	0%	-2%	0
25	16µM*	12%	-17%	16µM*	0
26	-5%	-2%	0%	5%	2
27	?	?	-2%	-10%[10 µM]	0
28	1%	-3%	-3%	-2%	0
29	nt	-19%	?	nt	nt
30	14%	6%	12µM*	-11%	1
31	-17%	?	3%	1%	nt
32	6%	nt	3%	4%	0
33	nt	-32%	nt	nt	nt
34	-12%	3%	2%	0%	-1
35	-6%	-2%	-1%	-6%	0
36	-2%	0%	0%	4%	nt
37	nt	2%	3%	nt	nt
38	34%	?	-1%	6%	-1
39	-1%	-1%	-1%	3%	0
